# Source: PubChem (National Center for Advancing Translational Sciences (NCATS))
# Sm TGR block – blocks Schistosoma mansoni thioredoxin glutathione reductase. AID 485364. Q962Y6. 360,000 tested, 3% active. Potency, µM (top dose mostly 114 µM), inactives show at the top dose activity change, negative = inhibition, hits mostly inhibitors. purified TGR, DTNB reduction, TNB absorbance 405 nm; further: potency means the concentration at half of the fitted maximal effect; nearly all actives have a fitted effect of over 60% in size
#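 TGR 20 nM + NADPH 100 uM (dispensed conc.), cpd preinc 15 min RT; start with NADPH (500 uM addition) then DTNB (15 mM addition). Kinetic TNB absorbance, 405 nm filter. Four-parameter Hill fit across titration.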
# AMA1-RON2 inh – inhibitors of Plasmodium falciparum AMA1-RON2 interaction; AlphaScreen AMA1-biotinylated RON2 peptide binding; Potency, µM (highest dose often 58.2 µM), inactives show top-dose activity change, negative = inhibition, hits mostly inhibitors; 360,000 tested, 0.2% active;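 further: potency means the concentration at half of the fitted maximal effect; 0% = vehicle wells and -100% = peptide control; nearly all actives have a fitted effect of over 45% in size; some results filed as inactive show a strong effect at the top dose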
#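 AMA1 (3D7) with his tag at 25 nM final met compounds first, then biotinylated RON2 peptide at 25 nM; detection used donor plus acceptor beads, 10 µg/mL apiece, read by AlphaScreen after 30 min at room temperature.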
# AmpC inh detg – blocks E. coli AmpC beta-lactamase in detergent assay; 370,000 tested, 0.041% active; AmpC hydrolysis of nitrocefin, absorbance 480 nm, 0.01% Triton; Potency, µM (top dose mostly 114 µM), inactives show at the highest dose activity change, negative = inhibition, most hits filed as inhibitors; P00811;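 further: potency means the concentration at half of the fitted maximal effect; 0% = no-compound wells and -100% = no-enzyme wells; nearly all actives have a fitted effect of over 25% in size; some results filed as inactive show a strong effect at the top dose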
# Target sequence (P00811 whole entry, looked up): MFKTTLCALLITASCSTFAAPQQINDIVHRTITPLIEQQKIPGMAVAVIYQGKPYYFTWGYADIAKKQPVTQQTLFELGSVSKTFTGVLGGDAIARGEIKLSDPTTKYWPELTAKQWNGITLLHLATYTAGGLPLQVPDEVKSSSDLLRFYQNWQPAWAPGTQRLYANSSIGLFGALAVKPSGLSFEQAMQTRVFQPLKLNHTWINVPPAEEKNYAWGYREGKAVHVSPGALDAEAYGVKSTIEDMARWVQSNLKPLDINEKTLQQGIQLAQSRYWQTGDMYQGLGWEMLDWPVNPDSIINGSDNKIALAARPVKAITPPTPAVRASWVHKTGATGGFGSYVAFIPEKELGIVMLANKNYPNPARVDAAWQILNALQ
#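 20 mM phosphate pH 7.0 + 0.01% (detergent screen) or 0.0001% Triton X-100; 5.3 nM AmpC reagent; cpd preinc 15 min RT; nitrocefin (800 uM stock) to start; A480 q20 s × 4 min; Activity was normalised to no-enzyme and no-compound control wells.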
# AmpC no deterg – AmpC beta-lactamase inhibition without detergent. AID 485341. AmpC nitrocefin hydrolysis, absorbance 480 nm, 0.0001% Triton. 330,000 tested, 0.52% active. Potency, µM (series often up to 57.1 µM), for inactives: at the top dose activity change, negative = inhibition, hits mostly inhibitors;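 further: potency means the concentration at half of the fitted maximal effect; plate controls were no compound for no effect and no enzyme for full effect; nearly all actives have a fitted effect of over 20% in size; some results filed as inactive show a strong effect at the top dose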
#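 20 mM phosphate pH 7.0 + 0.01% (detergent screen) or 0.0001% Triton X-100; 5.3 nM AmpC reagent; cpd preinc 15 min RT; nitrocefin (800 uM stock) to start; A480 q20 s × 4 min; Activity was normalised to no-enzyme and no-compound control wells.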
# Giardia FBPA inh – blocks Giardia fructose-bisphosphate aldolase activity. AID 2451. Potency, µM (doses to about 59.6 µM), for inactives: top-dose activity, negative = inhibition, most hits filed as inhibitors. A8B2U2. 290,000 tested, 0.71% active. purified Giardia FBPA; further: potency means the concentration at half of the fitted maximal effect; nearly all actives have a fitted effect of over 55% in size
# Target sequence (A8B2U2 whole entry, looked up): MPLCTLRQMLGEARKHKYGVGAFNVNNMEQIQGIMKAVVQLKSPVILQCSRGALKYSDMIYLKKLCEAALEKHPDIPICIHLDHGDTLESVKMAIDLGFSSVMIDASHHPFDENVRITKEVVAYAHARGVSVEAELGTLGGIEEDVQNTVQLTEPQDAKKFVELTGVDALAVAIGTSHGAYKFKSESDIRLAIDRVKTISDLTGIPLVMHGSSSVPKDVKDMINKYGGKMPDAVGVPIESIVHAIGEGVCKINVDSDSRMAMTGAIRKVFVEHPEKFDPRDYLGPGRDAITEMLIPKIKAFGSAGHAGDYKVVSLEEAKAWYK
#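 40 nM FBPA preincubated 10 min at RT with compound (up to 57.5 uM final), then substrate plus GAPDH/TPI/NAD/arsenate coupling and diaphorase/resazurin added. Fluorescence read after 20 min at RT, 525/598 nm.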
# HCMV antiviral – inhibitors of human cytomegalovirus. activity change, negative = inhibition, % at 57.5 µM. AID 1259415. HFF cells, HCMV-luciferase reporter, 72 h; hits give low values. 410,000 tested, 4.5% active; in the data active means activity change below about -60%; inconclusive means no clear call, values can overlap the other calls; inactive means above about -39%
#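 Two-dose cell screen: HFF monolayers treated with compounds and infected with luciferase-expressing HCMV at 1 PFU/cell, 72 h at 37C, then lysed for luciferase measurement.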
# * marks the source's active call; other numbers are inactive results; ? = inconclusive; / = not tested or not shown; [ ] = remark or other dose. Unless noted, the call rests on the fitted dose curve; in most records, active means well fitted curve in the direction sought with a large enough effect; inconclusive means small, poorly fitted or top-dose-only effect, or another doubt; inactive means no such curve, though single readings can be large; an effect the other way counts as inactive or inconclusive. Unless noted, on the % scale 0 is the no-effect control and ±100 the full control effect. No enrichment for hits; about 7.8% have a hit in one of these screens.
1. C/C(=N\NC(=O)c1ccco1)c1cc2ccccc2o1
2. O=C(O)/C(=C\c1cccc([N+](=O)[O-])c1)c1ccc(S(=O)(=O)N2CCCCC2)s1
3. CCCc1cc(=O)n2[nH]c(NCc3ccc(CC)cc3)nc2n1
4. C=CCN1c2ccccc2[C@]23C[C@@H](C(=O)OC)N(C(=O)c4cccs4)C2=NC(C(=O)OC)=C(C(=O)OC)[C@H]13
5. O=C(Nc1ccc(SC(F)F)cc1)c1ccc(F)cc1
6. CCn1c(CNC(=O)Cc2ccc(OC)cc2)nnc1SCC(=O)Nc1ccc(C(=O)O)cc1

compound no.	1	2	3	4	5	6
Sm TGR block	-9%	-16%	11%	-2%	-1%	9%
AMA1-RON2 inh	7%	-9%	/	-3%	2%	-5%
AmpC inh detg	0%	0%	1%	-7%	1%	5%
AmpC no deterg	-23%	-29%	/	152%[activator]	-49%	-4%
Giardia FBPA inh	2%	19%	/	-8%[12.9 µM]	-19%	-2%
HCMV antiviral	59	-36	-6	2	67	-7

7. CC(=O)N1CC=C2C(C#N)=C(N)C(C#N)(C#N)[C@H](c3ccoc3)[C@H]2C1
8. CC(=O)Cc1nsc(NC(=O)c2ccco2)n1
9. O=C(Nc1ccc(Cl)cn1)c1cnn2cccnc12
10. Cc1nn2c(C)c(C(=O)NCc3ccco3)cnc2c1-c1ccccc1
11. O=C(Nc1nc2ccccc2n1CCN1CCOCC1)c1ccccc1
12. O=Cc1cn(Cc2ccc(F)cc2Cl)c2ccccc12

compound no.	7	8	9	10	11	12
Sm TGR block	?	45µM*	0%	?	-17%	20%
AMA1-RON2 inh	4%	4%	3%	/	35%[activator]	-10%
AmpC inh detg	-14%	-12%	-3%	13%	?	-2%
AmpC no deterg	-9%	-14%	/	/	0%	-16%
Giardia FBPA inh	?	4%	15%	/	-4%	4%
HCMV antiviral	-24	12	260	-9	5	-4

13. NNC(=O)c1ccc2nc(-c3ccc(Br)cc3)cn2c1
14. CCCc1cc(=O)[nH]c2nnc(SCC(=O)NC3CCCCC3)n12
15. CC1C(=O)Nc2ccc(S(=O)(=O)N3CCN(c4ccccc4F)CC3)cc2NC1=O (centres undefined)
16. CCOc1ccc(N2C(=O)CC(SC(=NC)Nc3ccc4c(c3)OCO4)C2=O)cc1 (centres undefined)
17. CC(=O)N1CCOc2ccc(S(=O)(=O)NC(C)c3ccccc3)cc21 (centres undefined)
18. CNC(=O)c1sc(=S)n(-c2ccc(OC)cc2)c1N

compound no.	13	14	15	16	17	18
Sm TGR block	-1%	-3%	0%	-15%	-18%	/
AMA1-RON2 inh	57%[activator]	13%	-6%	-4%	11%	15%
AmpC inh detg	0%	-16%	-5%	?	-12%	-6%
AmpC no deterg	21%	-12%	-37%	-6%	-19%	-13%
Giardia FBPA inh	-11%	/	11%	-1%	-4%	0%
HCMV antiviral	-16	1	-34	-14	6	-35

19. CCN(CC)CCOC(=O)c1ccc2c(c1)OCCO2
20. COc1ccc(CN(Cc2nc3ccccc3c(=O)[nH]2)C(=O)c2ccco2)cc1
21. CCCCCCc1ccc(OCC(=O)OC)cc1OCC(=O)OC
22. COc1ccc(N2C(=O)C(CC(=O)Nc3ccc(Cl)cc3)N(Cc3ccc4c(c3)OCO4)C2=O)cc1 (centres undefined)
23. CCOc1cc(/C=C2\SC(=S)N(Nc3ccccc3)C2=O)ccc1O
24. C[C@@H]1CC[C@]2(C(=O)O[C@@H]3O[C@H](CO)[C@@H](O)[C@H](O)[C@H]3O)CC[C@]3(C)C(=CCC4[C@@]5(C)C[C@@H](O)[C@H](O)[C@@](C)(C(=O)O[C@@H]6[C@H](O)C[C@@]7(C)C(CC[C@]8(C)C7CC=C7[C@H]9[C@](C(=O)O[C@@H]%10O[C@H](CO)[C@@H](O)[C@H](O)[C@H]%10O)(CC[C@@H](C)[C@@]9(C)O)CC[C@]78C)[C@@]6(CO)C(=O)O)C5CC[C@]43C)[C@@H]2[C@]1(C)O (some centres undefined)

compound no.	19	20	21	22	23	24
Sm TGR block	-14%	-2%	4%	1%	-3%	/
AMA1-RON2 inh	-2%	18%	22%	/	?	11%
AmpC inh detg	-7%	2%	?	-4%	5%	/
AmpC no deterg	-16%	-16%	148%[activator]	/	-44%	181%[activator]
Giardia FBPA inh	-2%	-6%	-1%	/	1%	/
HCMV antiviral	1	17	10	-2	-3	-14

25. OCCn1nc(-c2ccccc2)cc1-c1ccccc1
26. COc1ccc(-c2ccc(OC)c([C@H]3[C@H]4C=CC[C@@H](C)[C@@H]4C(=O)N3Cc3ccccc3)c2)cc1OC
27. CCN(Cc1ccc(NC(C)=O)cc1)CC1CCCN(CCc2cccc(F)c2)C1 (centres undefined)
28. COC(=O)C1(CC2CC(c3cccc(Br)c3)=NO2)CCN(C(=O)OC(C)(C)C)CC1 (centres undefined)
29. CCOc1ccc(NC(=O)NC2CC(=O)N(c3ccc(OC)cc3)C2)cc1 (centres undefined)
30. Cc1ccc(-c2nn(C)c(=O)c3ccccc23)cc1CNC(=O)CSc1nc2ccccc2o1

compound no.	25	26	27	28	29	30
Sm TGR block	-1%	-9%	-1%	-10%	-3%	-5%
AMA1-RON2 inh	2%	-11%	3%	-1%	-1%	0%
AmpC inh detg	?	7%	-11%	-12%	2%	-13%
AmpC no deterg	35%	-8%	-1%	139%[activator]	5%	7%
Giardia FBPA inh	3%	0%	-1%	-12%	6%	0%
HCMV antiviral	-35	37	4	23	-15	-14

31. C/C(=N/NC(=O)c1ccc(C)s1)c1cccc(NC(=O)COc2ccc(Cl)cc2C)c1
32. COc1cccc2c1cc1c(=O)n(CC(=O)NC3CC3)nc(C)n12
33. Cc1ccc(C(=O)C2=C(O)C(=O)N(Cc3ccccc3)C2c2cccnc2)o1 (centres undefined)
34. Cc1ccc(C(=O)OCC(=O)N(C)c2ccccc2)c(C)c1
35. N#C/C(=C(/O)COC(=O)CCc1ccc(S(=O)(=O)N2CCOCC2)cc1)c1nc2ccccc2[nH]1
36. Cc1cc(C)cc(OCC(=O)OCc2nnc(-c3ccccc3)o2)c1

compound no.	31	32	33	34	35	36
Sm TGR block	33%	11%	?	9%	3%	0%
AMA1-RON2 inh	11%	/	1%	3%	109%[activator]	-1%
AmpC inh detg	?	5%	-1%	?	5%	?
AmpC no deterg	-29%	/	-21%	36%	-18%	-10%
Giardia FBPA inh	0%	/	12%	-3%	21%	-1%
HCMV antiviral	-23	-15	-17	-29	-36	-9

37. Cc1ccc(C2Nc3ccccc3C(=O)N2CCN2CCNC2=O)cc1 (centres undefined)
38. COc1ccc(S(=O)(=O)N2CCCC(C(=O)N3CCN(C)CC3)C2)cc1Cl (centres undefined)
39. CSc1ccc(CCNC(=O)CS(=O)(=O)Cc2nc(-c3ccccc3F)oc2C)cc1
40. O=C(CSc1n[nH]c(-c2ccccc2)n1)NCCc1ccccc1
41. COCCNC(C)C(=O)Nc1ccc(Br)cc1 (centres undefined)
42. COc1ccc(C)cc1Nc1n[n+](-c2ccccc2)c(-c2ccc(OC)c(OC)c2OC)s1

compound no.	37	38	39	40	41	42
Sm TGR block	-2%	1%	?	-5%	-16%	0%
AMA1-RON2 inh	0%	-5%	-3%	/	-22%	58%[activator]
AmpC inh detg	-6%	5%	0%	18%	-17%	?
AmpC no deterg	-3%	54%	22%	/	-5%	29%
Giardia FBPA inh	1%	/	-4%	/	-25%	-28%
HCMV antiviral	15	21	-39	-1	-3	?

# Copied from above (nine entries):
6. CCn1c(CNC(=O)Cc2ccc(OC)cc2)nnc1SCC(=O)Nc1ccc(C(=O)O)cc1
7. CC(=O)N1CC=C2C(C#N)=C(N)C(C#N)(C#N)[C@H](c3ccoc3)[C@H]2C1
8. CC(=O)Cc1nsc(NC(=O)c2ccco2)n1
9. O=C(Nc1ccc(Cl)cn1)c1cnn2cccnc12
10. Cc1nn2c(C)c(C(=O)NCc3ccco3)cnc2c1-c1ccccc1
11. O=C(Nc1nc2ccccc2n1CCN1CCOCC1)c1ccccc1
12. O=Cc1cn(Cc2ccc(F)cc2Cl)c2ccccc12
13. NNC(=O)c1ccc2nc(-c3ccc(Br)cc3)cn2c1

compound no.	6	7	8	9	10	11	12	13
Sm TGR block	9%	?	45µM*	0%	?	-17%	20%	-1%
AMA1-RON2 inh	-5%	4%	4%	3%	/	35%[activator]	-10%	57%[activator]
AmpC inh detg	5%	-14%	-12%	-3%	13%	?	-2%	0%
AmpC no deterg	-4%	-9%	-14%	/	/	0%	-16%	21%
Giardia FBPA inh	-2%	?	4%	15%	/	-4%	4%	-11%
HCMV antiviral	-7	-24	12	260	-9	5	-4	-16

14. CCCc1cc(=O)[nH]c2nnc(SCC(=O)NC3CCCCC3)n12

compound no.	14
Sm TGR block	-3%
AMA1-RON2 inh	13%
AmpC inh detg	-16%
AmpC no deterg	-12%
Giardia FBPA inh	/
HCMV antiviral	1

# Following part
43. O=C(Nc1ccc(S(=O)(=O)NC2=NCCCCC2)cc1)c1cccs1
44. CCN1CCN(C(=O)c2ccc(N3CC4CC(C3)c3cccc(=O)n3C4)c([N+](=O)[O-])c2)CC1 (centres undefined)
45. COC(=O)CNC(c1ccccc1)c1cc(C)ccc1NC(=O)CNC(=O)OCc1ccccc1 (centres undefined)
46. COc1ccc(-c2cc(C(F)(F)F)n3nc(C(=O)OC(C)C)cc3n2)cc1
47. CCC(=O)OCC(=O)c1c(N)n(Cc2ccccc2)c(=O)n(C)c1=O
48. CCCCn1c(N)c(N(CCOC)C(=O)c2ccc(S(=O)(=O)N(CC)c3ccccc3)cc2)c(=O)[nH]c1=O

compound no.	43	44	45	46	47	48
Sm TGR block	/	-6%	-8%	-2%	-11%	2%
AMA1-RON2 inh	-2%	-1%	6%	/	-1%	-14%
AmpC inh detg	/	1%	0%	6%	?	-15%
AmpC no deterg	-28%	-14%	42%	/	3%	?
Giardia FBPA inh	/	2%	2%	/	-5%	/
HCMV antiviral	-102*	-12	-14	8	-19	-17

49. Nc1nc2ccccc2n1/N=C/c1ccc(-c2ccccc2)o1
50. COC(=O)c1cc(C(=O)Nc2cccc(C)n2)cc([N+](=O)[O-])c1
51. O=C(Cn1c(=O)c2c(ncn2Cc2ccccc2)n(Cc2ccccc2)c1=O)N1CCCC1
52. CCOc1ccc2nc(COC(=O)c3ccncc3)c(C(=O)c3ccccc3)[n+]([O-])c2c1
53. CCC(C)(C)NC(=O)CCCSc1nc2ccccc2s1

compound no.	49	50	51	52	53
Sm TGR block	2%	5%	-16%	1%	2%
AMA1-RON2 inh	-16%	-1%	5%	1%	6%
AmpC inh detg	-6%	2%	-13%	-9%	-3%
AmpC no deterg	-21%	-18%	121%[activator]	17%	-9%
Giardia FBPA inh	-13%	0%	-8%	-8%	11%
HCMV antiviral	21	-32	-27	-26	-2
